# Eya2 phos inh: inhibitors of human Eya2 phosphatase activity. recombinant Eya2, OMFP fluorescence dephosphorylation (OMFP is methylfluorescein phosphate). O00167. Potency, µM (series often up to 76.9 µM), for the others: at the highest dose activity, negative = inhibition, actives largely listed as inhibitors. AID 488837. 330,000 tested, 0.006% active; also: potency is read from the fitted curve at half-maximal effect; % is scaled to controls: 0 for no effect and ±100 for the full control effect
#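 Eya2 (0.2 uM) preincubated 10 min at ambient with compound, then OMFP substrate added at 50 uM; 10 min reaction in 50 mM HEPES pH 7.5, 50 mM NaCl, 5 uM MgCl2, 0.05% BSA, 1 mM DTT. Fluorescence read at Ex 485/Em 525 nm.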
# a7 integrin act: activates integrin-mediated alleviation for muscular dystrophy | alpha7betagal myoblasts, beta-gal FDG fluorescence, 48 h | Potency, µM (series often up to 38.3 µM), without a hit: at the highest dose activation, actives largely listed as activators | 350,000 tested, 0.064% active;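 also: potency is read from the fitted curve at half-maximal effect; 100% = response of the positive control SU9516; nearly all actives have a fitted effect of over 60% in size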
#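 Alpha7betagal+/- myoblasts (passage 13) were plated 16-24 hr, then exposed to compounds (1:260 dilution of DMSO stock) for 48 hours at 37C. After MPER lysis, β-galactosidase reporter activity was read as FDG fluorescence (ex 480/em 540) after 30 minutes.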
# TSG101-PTAP inh: blocks PTAP/TSG101 interaction to inhibit HIV-1 budding; Fluorescence polarization, FITC-PTAP peptide / Tsg101 binding; Potency, µM (highest dose often 115 µM), for inactives: at the highest dose activity change, negative = inhibition, hits mostly inhibitors; 340,000 tested, under 10 active; AID 493005; active = well fitted inhibition curve with a large enough effect in the main read-out, with a control signal flat, not every such curve was filed as active; inconclusive = small, poorly fitted or top-dose-only effect, or effect the other way, or a change in a side signal; inactive = no such curve, though single readings can be large or run the other way; also: potency is read from the fitted curve at half-maximal effect; % of control where 0% means no effect
#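 Fluorescence polarization binding of Tsg101 binding domain (10 uM final) to FITC-labeled PTAP peptide (50 nM final) in HEPES pH 7.5 buffer with NaCl, Tween 20, EDTA, TCEP. Compounds added before peptide; binding 20 min at RT.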
# ASM inhibitor: inhibitors of human secretory acid sphingomyelinase | Potency, µM (top dose mostly 57.5 µM), inactives show at the top dose activity change, negative = inhibition, hits mostly inhibitors | placental ASM, HMU-PC fluorogenic substrate, 60 min | 340,000 tested, 0.006% active | P17405; also: potency is read from the fitted curve at half-maximal effect
# Target sequence (P17405 47-631 limits assumed): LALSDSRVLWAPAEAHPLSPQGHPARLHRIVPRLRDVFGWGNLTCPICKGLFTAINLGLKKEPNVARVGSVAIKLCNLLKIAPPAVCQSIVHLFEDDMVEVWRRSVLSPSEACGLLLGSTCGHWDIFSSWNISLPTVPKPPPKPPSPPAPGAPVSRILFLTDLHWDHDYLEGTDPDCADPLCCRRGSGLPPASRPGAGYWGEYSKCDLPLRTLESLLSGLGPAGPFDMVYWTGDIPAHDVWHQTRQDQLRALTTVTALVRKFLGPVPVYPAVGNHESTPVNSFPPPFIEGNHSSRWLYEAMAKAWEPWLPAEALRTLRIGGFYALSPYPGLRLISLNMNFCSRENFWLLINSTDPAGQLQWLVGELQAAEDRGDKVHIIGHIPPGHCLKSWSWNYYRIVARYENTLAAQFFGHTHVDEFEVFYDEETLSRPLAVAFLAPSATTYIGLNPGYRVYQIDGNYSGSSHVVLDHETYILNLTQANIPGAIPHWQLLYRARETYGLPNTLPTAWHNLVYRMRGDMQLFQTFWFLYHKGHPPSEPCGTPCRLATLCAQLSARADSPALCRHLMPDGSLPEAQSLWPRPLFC
#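 Fluorescence read-out (Ex 386 nm, Em 447 nm) after stopping the reaction at pH 10. Enzyme: ASM from human placenta; substrate HMU-PC0, 9 uM final; 60 min, 37 °C. Compound preincubation 10 min, ambient temperature.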
# Tb PFK block: T. brucei PFK enzyme inhibition | Potency, µM (titrated, usually from 57.5 µM), for inactives: at the top dose activity, negative = inhibition, most hits filed as inhibitors | T. brucei PFK, ADP-Glo luminescence | 330,000 tested, 0.17% active | AID 485367 | O15648;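 also: potency is read from the fitted curve at half-maximal effect; 0% = uninhibited 1x PFK enzyme wells and -100% = no-enzyme wells; nearly all actives have a fitted effect of over 60% in size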
# Target sequence (O15648 whole entry, looked up): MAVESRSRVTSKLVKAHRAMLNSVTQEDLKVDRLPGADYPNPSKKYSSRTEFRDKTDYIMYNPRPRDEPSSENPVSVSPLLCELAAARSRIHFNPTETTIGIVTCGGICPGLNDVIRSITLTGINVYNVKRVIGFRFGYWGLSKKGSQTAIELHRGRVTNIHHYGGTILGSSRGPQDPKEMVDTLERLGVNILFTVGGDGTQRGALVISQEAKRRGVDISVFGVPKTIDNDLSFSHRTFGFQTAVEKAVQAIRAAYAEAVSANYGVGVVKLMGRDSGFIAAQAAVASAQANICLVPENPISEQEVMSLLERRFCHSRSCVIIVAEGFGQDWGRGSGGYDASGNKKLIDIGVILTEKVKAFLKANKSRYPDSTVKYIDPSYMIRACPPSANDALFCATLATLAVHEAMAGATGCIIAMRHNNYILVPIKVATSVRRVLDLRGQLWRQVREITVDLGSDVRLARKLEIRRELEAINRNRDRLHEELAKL
#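 Compounds were pin-transferred as a titration series up to 57 uM into substrate buffer (0.5 mM F6P, 0.1 mM ATP, pH 8.0), then 1.25 nM PFK was added and reactions ran 45 min before ADP-Glo detection.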
# ELG1 repair inh: ELG1-dependent DNA repair inhibition. 330,000 tested, 2.3% active. AID 504467. HEK293T ELG1-luciferase reporter, luminescence, 16 h; DNA damage induced by 5-fluorouridine. Potency, µM (series often up to 46.1 µM), inactives show at the highest dose activity change, negative = inhibition, hits mostly inhibitors; also: potency is read from the fitted curve at half-maximal effect; % is scaled to controls: 0 for no effect and ±100 for the full control effect; nearly all actives have a fitted effect of over 55% in size
#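 5-Fluorouridine DNA damage + compound/DMSO, 2,000 cells/well, 16 h, 37 °C/5% CO2. ONE-Glo, 30 min RT, luminescence. Readout = decrease in reporter signal.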
# TSHR antagonist: blocks TSH signaling through the human TSH receptor; AID 504810; activity change, negative = inhibition, % at 11.5 µM; 330,000 tested, 0.2% active; P16473; TSHR-expressing cells, TSH-stimulated cAMP HTRF, 2 h; hits give low values;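 active = activity change below a set negative limit, meaning inhibition stronger than a set level, cut at about -70% in these data; inconclusive = activity change between two set negative limits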; also: % is scaled to controls: 0 for no effect and ±100 for the full control effect
#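 Read-out is FRET at 665 nm (cryptate excitation 337 nm) from a cryptate-tagged anti-cAMP antibody, competed by cell cAMP against cAMP-d2. Compounds are tested on freshly harvested TSHR cells challenged with 4nM TSH (EC80) for 2 hours at 37 deg C.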
# Chronic BCR inh: inhibitors of chronic active B-cell receptor signaling | Potency, µM (top dose mostly 46.1 µM), for inactives: at the highest dose ratio change, negative = lower green/red ratio, most hits filed as inhibitors | 340,000 tested, 0.05% active | ABC-DLBCL IkBa-CBG/CBR reporter, luminescence ratio, 4 h; active = well fitted inhibition curve with a large enough effect in the signal ratio, with a control signal flat, not every such curve was filed as active; inconclusive = small, poorly fitted or top-dose-only effect, or effect the other way, or a change in a side signal; the % refers to the signal ratio;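 also: potency is read from the fitted curve at half-maximal effect; plate controls were basal doxycycline-induced cells for no effect and cells given 10 µM MG132 for full effect; MG132 reads +100%, hits lower the ratio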
#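 Concentration-response series (up to 46 uM) were applied to TMD8 dual-reporter cells for 4 h at 37C with doxycycline. Green/red ratio, after filter-overlap correction, defined %Activity; red signal alone was normalised to basal cells and zero luminescence.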
# TCR act: activators of T cell receptors | 330,000 tested, under 10 active | primary human leukocytes, anti-CD3, IL-2 HTRF, 48 h | Potency, µM (series often up to 9.22 µM), without a hit: at the top dose activation of IL-2 secretion, hits mostly activators; also: % of control where 0% means no effect
#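 Primary human leukocytes were stimulated with a-CD3 beads plus compounds for 48 hr without co-stimulation; secreted IL-2 was quantified by HTRF using a-IL-2-K (europium cryptate) and a-IL-2-d2, excited at 320nm with acceptor emission read at 665nm.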
# A-T KAP1 phos: candidate therapy for ataxia-telangiectasia | […] A-T fibroblasts, KAP-1 phosphorylation AlphaLISA; neocarzinostatin DNA damage 30 min before lysis | Potency, µM (doses to about 57.5 µM), inactives show at the top dose activation, usual class: activators | 320,000 tested, 0.19% active; also: potency is read from the fitted curve at half-maximal effect; % of control where 0% means no effect; nearly all actives have a fitted effect of over 45% in size
#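 ATM-like activity read as KAP-1 phosphorylation via AlphaLISA donor/acceptor antibody pairs after lysis and 6 hr at 25C. Cells were ATM-null patient fibroblasts ([…], hTERT), dosed 60 min, then exposed to the DSB inducer NCS for 30 min.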
# Mito fusion act: mitochondrial division inhibition or fusion activation; S. cerevisiae fusion-defective mutant growth rescue, CellTiterGlo 48 h; Potency, µM (doses to about 46.1 µM), inactives show top-dose growth rescue (activation), hits mostly activators; 320,000 tested, 0.23% active; AID 485298;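 also: potency is read from the fitted curve at half-maximal effect; % of control where 0% means no effect; nearly all actives have a fitted effect of over 45% in size; temperature-sensitive fusion mutants such as fzo1-1 at 37 °C on non-fermentable ethanol glycerol medium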
#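 Yeast fusion mutant, YPEG (non-fermentable carbon), compound, 48 h at 37C non-permissive; CellTiterGlo added, 10 min RT, luminescence read. Rescued growth = division inhibition.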
# * = called active by the depositor; u = inconclusive; x = not tested or not shown; & = joins results of further samples; [ ] = remark or other dose. Unless noted, calls follow the shape of the dose curve; as a rule, active = well fitted curve in the direction sought with a large enough effect; inconclusive = small, poorly fitted or top-dose-only effect, or another doubt; inactive = no such curve, though single readings can be large; an effect the other way counts as inactive or inconclusive. This is a subset; count on the stated rates, not on these rows.
no.	Molecule	Eya2 phos inh	a7 integrin act	TSG101-PTAP inh	ASM inhibitor	Tb PFK block	ELG1 repair inh	TSHR antagonist	Chronic BCR inh	TCR act	A-T KAP1 phos	Mito fusion act
1	O=C(CCCN1CCC(n2c(=O)[nH]c3ccccc32)CC1)c1ccc(F)cc1	21%	x	1%	-1%	0%	-7%	-12	-19%	-1%	0%	-6%
2	O=C(O)c1cc[c]([Hg][Cl])cc1	-1%&13%	x	-1%	5%	4.3µM*	16%	-29&-48	u	3%	35%	u
3	c1cc2c(cc1CCNC1C3CC4CC(C3)CC1C4)OCO2 (configuration not stated)	-5%	-41%	-3%	1%	-4%	-11%	-2	-2%	4%[46.1 µM]	x	13%
4	CN1OCC2Cn3c(nc4ccccc43)C21 (configuration not stated)	0%	20%	-3%	-5%	2%	u	8	-5%	1%	-19%	-29%
5	COc1cc2c(cc1/C=C/[N+](=O)[O-])OCO2	-6%	-61%[inhibitor]	2%	-1%	20%	u	-44	u	8%	-1%	2%
6	CCOC(=O)C1(CCc2ccccc2)CCN(Cc2csc(C(C)=O)c2)CC1	u	-45%[inhibitor]	-3%	1%	0%	-18%	-1	6%	-2%	-2%	-6%
7	CCC(=NCCc1c[nH]c2ccccc12)c1c(O)n(-c2ccc(C)cc2)c(=O)[nH]c1=O	-8%	7%	0%	-2%	-3%	u	12	-5%	11%[46.1 µM]	2%	3%
8	O=C(COC(=O)Cc1ccccc1)Nc1ccc(Cl)cn1	11%	6%	0%	6%	1%	14%	0	-13%	0%	9%	-3%
9	COc1ccccc1NC1(C#N)CCCCC1	-2%	1%	-5%	-1%	2%	-2%	14	2%	9%	-4%	-2%
10	COc1cc2c(cc1OC)C(C(=O)N1CCC3(CC1)OCCO3)C(c1ccccc1F)N(C)C2=O (configuration not stated)	1%	19%	-1%	-2%	3%	18µM*	3	u	-82%	5%	0%
11	O=c1[nH]c(=S)[nH]c(O)c1N=Nc1cc2c(cc1[N+](=O)[O-])OCO2	0%	-18%	-4%	0%	1%	24%	-13	-1%	0%	-2%	0%
12	O=c1cccc2n1CC1CNC[C@H]2C1	-19%	x	-5%	2%	-5%	9%	4	-4%	-2%	6%	-1%
13	O=C1/C(=C\c2ccncc2)N2CCC1CC2	3%	0%	-1%	-6%	-7%	4%	7	u	-7%	-4%	-7%
14	Cc1ccc2c(c1)=C/C(=C\c1c(O)[nH]c(=S)[nH]c1=O)C(=O)N=2	3%	x	x	x	5%	0%	11	-1%	2%[46.1 µM]	2%	-5%
15	COc1ccc(-n2c(O)c(C=NCCN3CCN(C(C)=O)CC3)c(=O)[nH]c2=S)cc1	2%	5%	-1%	-2%	1%	16%	1	-2%	0%	1%	7%
16	Cc1ccc(S(=O)(=O)N(C)/N=C/c2ccc(N(C)C)cc2)cc1	-13%	-20%	-6%	-2%[11.5 µM]	1%	u	5	u	2%	-5%	-3%
17	CCCCOC(=O)C1=C(N)OC2=C(C(=O)CC(C)(C)C2)[C@]12C(=O)N(C)c1ccccc12	1%	-9%	-1%	3%	3%	0%	2	2%	2%	0%	-1%
18	CC(C)N(CC#CCC1(O)c2ccccc2-c2ccccc21)C(C)C	-22%	-9%	0%	-1%	2%	15%	-25	3%	3%[46.1 µM]	-1%	-3%
19	COc1cccc(C(=O)C2CCCN(Cc3ccccn3)C2)c1 (configuration not stated)	6%	-19%	0%	0%	1%	-4%	8	-4%	3%	2%	-5%
20	COc1ccc(C(=O)CCNc2ccc(F)cc2)cc1	u	-11%	0%	3%	-2%	u	5	u	-20%	32%	-5%

# Next section:
no.	Molecule	Eya2 phos inh	a7 integrin act	TSG101-PTAP inh	ASM inhibitor	Tb PFK block	ELG1 repair inh	TSHR antagonist	Chronic BCR inh	TCR act	A-T KAP1 phos	Mito fusion act
21	COc1ccc(NS(=O)(=O)c2cc(N=Nc3c(O)[nH]c(=O)[nH]c3=O)ccc2Cl)cc1	-27%	-3%	-3%	-19%	12%	-30%	-28	u	-2%	-1%	x
22	Cc1ccc2c(Cl)cc(Cl)c(OCC(=O)N(C(C)C)C(C)C)c2n1	-8%	-2%	3%	-2%	1%	26µM*	-8	-13%	-4%	4%	10%
23	Cc1ccc(N2C(=O)NC(=O)C3(Cc4ccccc4N4CCCC43)C2=O)cc1 (configuration not stated)	3%	11%	-7%	69%	1%	-2%	9	8%	0%[46.1 µM]	-4%	-8%
24	Cc1ccccc1CN1CCNCC1	-2%	13%	0%	-1%	4%	4%	1	-19%	x	4%	-3%
25	COc1ccc(C(=O)N/N=C/C23CC[C@@H](O)CC2(O)CC[C@@H]2[C@@H]3CCC3(C)C(C4=CC(=O)OC4)CCC23O)cc1 (some centres not stated)	-6%	-11%	-5%	-2%	2%	u	-31	0%	-27%	11%	1%
26	Cc1[nH]n(-c2ccccc2)c(=O)c1C(c1ccc([N+](=O)[O-])cc1)c1c(C)[nH]n(-c2ccccc2)c1=O	-1%	1%	-4%	-16%	-8%	-10%	23	u	0%[46.1 µM]	-7%	1%
27	Cc1ccc(C(=O)Nc2cccc3[nH]c(C(F)(F)F)nc23)cc1	4%	-58%[inhibitor]	-3%	-2%	u	u	-10	u	-6%	0%	-1%
28	CC(C)(C)[C@]1(O)C[C@@H]2OC(=O)C[C@@]23C(=O)O[C@@H]2OC(=O)[C@@H](O)C213 (some centres not stated)	7%	30%	-3%	-2%	3%	5%	-6	0%	0%	4%	x
29	COc1ccc(O)c(CN2CCCC(C(=O)c3ccccc3SC)C2)c1 (configuration not stated)	-19%	11%	-4%	3%	-1%	u	14	-2%	-18%	2%	2%
30	Cc1ccccc1-n1c(C)nc2ccccc2c1=O	-4%	-25%	-3%	-1%	-6%	8%	21	0%	7%	5%	0%
31	Cc1ccc(N2C(=O)NC(=O)C(CCc3ccncc3)(Cc3cccc(Cl)c3Cl)C2=O)cc1 (configuration not stated)	-16%	-9%	-3%	-7%	-6%	-26%	10	0%	1%[46.1 µM]	-6%	u
32	COc1ccccc1N1CCN(Cc2ccc(Cl)cc2Cl)CC1	9%	-30%	-3%	-1%	-1%	-13%	3	-10%	x	x	3%
33	CCn1cc(C(=O)N[C@@H](C)C(=O)OC)c(=O)c2cc3c(cc21)OCO3	-13%	-4%	-5%	23%	14%	u	-1	-2%	-6%	-1%	-7%
34	C=C1C(=O)O[C@@H]2C[C@@H](C)[C@@H]3C=CC(=O)[C@@]3(C)[C@@H](OC(C)=O)[C@H]12	-8%	-40%	-6%	5%	-18%	u	7	u	-4%	10%	-59%[inhibitor]
35	Cn1c(=O)n(CC(=O)N2CCC3(CC2)OCCO3)c(=O)c2ccccc21	-39%	0%	-3%	-3%	14%	20%	8	10%	21%	4%	-4%
36	C=CCn1c(O)c(C(CC)=NCC2CCCO2)c(=O)[nH]c1=O (configuration not stated)	-13%	21%	0%	-1%	0%	u	4	u	-6%	-13%	2%
37	COC(=O)c1ccc(C(C(=O)NC2CCCCC2)N(CCN2CCOCC2)C(=O)Cc2cccs2)cc1 (configuration not stated)	4%	3%	-2%	5%	7%	10%	8	-1%	-2%	1%	-1%
38	COC(=O)C1=C(c2c(C)noc2C)C[C@@H]2CC[C@H]1N2C(=O)NC1Cc2ccccc2C1	12%	21%	-1%	-1%	-1%	20%	-3	2%	-5%	27%	-8%
39	CCC(=O)c1ccc(OC(=O)N(C)c2ccccc2)cc1	-17%	4%	1%	8%	-1%	u	-1	u	3%	1%	-2%
40	Cn1c(O)c(C=NCc2cccs2)c(=O)n(C)c1=O	-1%	-4%	-3%	5%	-5%	-14%	5	2%	4%	20%	1%
41	O=C1/C(=C/c2ccccc2)C[C@@]2(O)[C@H]3Cc4ccc(O)c5c4[C@@]2(CCN3CC2CC2)C1O5 (some centres not stated)	-11%	x	2%	-2%	-18%	18µM*	9	u	2%	u	x
